p53null 39C kill = kills p53 null cells at the nonpermissive temperature; H1299 p53-null (neo) cells, 39C, ATPlite viability, 24 h; Potency, µM (doses to about 46.1 µM), without a hit: at the top dose activity, negative = cell killing, usual class: cytotoxic; 55,000 compounds, 0.97% hits; AID 904;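 further: potency means the concentration at half of the fitted maximal effect; 0% = DMSO only and -100% = full killing by 100 µM tamoxifen; nearly all actives have a fitted effect of over 50% in size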
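ATP-luminescence viability readout (ATPlite, 20 min RT) after 24 hr compound treatment at 39C of H1299-neo or H1299-p53A138V cells; titration up to 46 uM; normalized to DMSO and 100 uM tamoxifen; Hill-fit AC50.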
FH mod = Identification of activators of human fumarate hydratase by quantitative high-throughput screening. Potency, µM (highest dose often 79.9 µM), for the others: at the top dose activity change, negative = inhibition, usual class: inhibitors. FH coupled MDH/diaphorase resazurin fluorescence, 15 min. 54,000 compounds, 0.22% hits. Fumarate hydratase, mitochondrial (Homo sapiens), P07954; further: potency means the concentration at half of the fitted maximal effect; on the % scale 0 is the no-effect control and ±100 the full control effect; the screen sought activators but most active calls are inhibition curves; nearly all actives have a fitted effect of over 45% in size
Target sequence (P07954 whole entry, looked up): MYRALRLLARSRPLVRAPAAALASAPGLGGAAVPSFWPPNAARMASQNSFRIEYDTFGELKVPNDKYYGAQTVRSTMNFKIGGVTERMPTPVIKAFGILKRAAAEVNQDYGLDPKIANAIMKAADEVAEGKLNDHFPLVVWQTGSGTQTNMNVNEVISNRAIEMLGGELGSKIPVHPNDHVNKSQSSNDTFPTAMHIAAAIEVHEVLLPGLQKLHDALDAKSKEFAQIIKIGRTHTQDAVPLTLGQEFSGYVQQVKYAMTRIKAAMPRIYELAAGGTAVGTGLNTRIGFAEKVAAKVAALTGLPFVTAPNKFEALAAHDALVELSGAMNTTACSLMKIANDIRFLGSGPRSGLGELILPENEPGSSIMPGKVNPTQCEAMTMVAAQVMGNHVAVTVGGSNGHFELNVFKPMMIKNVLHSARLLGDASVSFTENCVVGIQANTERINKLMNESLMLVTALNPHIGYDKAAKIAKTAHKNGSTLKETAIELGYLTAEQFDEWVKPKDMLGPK
GALK inhibitor = inhibitors of human galactokinase (GALK) | Potency, µM (series often up to 57.5 µM), for the others: top-dose activity, negative = inhibition, actives largely listed as inhibitors | recombinant GALK, Kinase-Glo ATP luminescence, 1 h | 44,000 tested, under 10 active;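 further: plate controls were full GALK reaction for no effect and reaction lacking GALK for full effect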
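5 nM GALK with 35 µM ATP and 100 µM galactose in HEPES pH 8.0, MgCl2, NaCl, DTT, BSA; 1 h RT reaction, remaining ATP detected by Kinase-Glo Plus luminescence after 10 min; qHTS concentration series.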
B2AR arrestin ag = agonists recruiting beta-arrestin to human beta2-adrenergic receptor; HTLA Tango cells, beta-arrestin recruitment, luciferase luminescence, 18 h; AID 1347077; Potency, µM (series often up to 46.1 µM), without a hit: at the highest dose activation, hits mostly activators; 44,000 tested, under 10 active;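 further: potency means the concentration at half of the fitted maximal effect; 0% = DMSO and full agonism = EC100 isoproterenol or metaproterenol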
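Ligand-induced beta-arrestin recruitment to recombinant beta2-AR is measured via a tTA-driven luciferase reporter in Tango cells after 18 hr compound exposure at 37 degrees C. Concentrations span up to 46 microM.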
TSG101-PTAP inh = blocks PTAP binding to human TSG101, validation; Q99816; Fluorescence polarization, FITC-PTAP peptide/Tsg101, 20 min; Potency, µM (highest dose often 115 µM), for inactives: at the top dose activity change, negative = inhibition, most hits filed as inhibitors; 44,000 tested, under 10 active; AID 1347069; further: potency means the concentration at half of the fitted maximal effect; 0% is about no effect
Target sequence (Q99816 whole entry, looked up): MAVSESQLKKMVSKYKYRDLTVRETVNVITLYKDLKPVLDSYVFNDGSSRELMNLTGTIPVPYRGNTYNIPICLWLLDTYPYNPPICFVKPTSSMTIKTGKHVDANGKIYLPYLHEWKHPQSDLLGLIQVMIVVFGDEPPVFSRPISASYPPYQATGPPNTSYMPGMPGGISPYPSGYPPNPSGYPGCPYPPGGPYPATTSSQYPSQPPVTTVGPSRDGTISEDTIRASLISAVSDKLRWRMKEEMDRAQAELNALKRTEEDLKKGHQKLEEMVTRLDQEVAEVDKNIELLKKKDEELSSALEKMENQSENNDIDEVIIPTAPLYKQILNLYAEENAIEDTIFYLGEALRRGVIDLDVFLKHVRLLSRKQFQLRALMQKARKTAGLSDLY
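Fluorescence polarization: Tsg101 binding domain (10 uM final) in 10 mM HEPES pH 7.5, 0.15 M NaCl, 0.01% Tween 20, 3 mM EDTA, 0.1 mM TCEP; compounds pinned; FITC-PTAP peptide 50 nM final; 20 min, r.t.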
p53null 32C kill = kills p53 null cells at the permissive temperature; H1299-neo p53 null cells, ATP luminescence, 24 h, 32C; Potency, µM (top dose mostly 46.1 µM), inactives show at the highest dose activity change, negative = cytotoxicity, usual class: cytotoxic; 55,000 compounds, 0.62% hits; AID 903;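 further: potency means the concentration at half of the fitted maximal effect; 0% = DMSO only and -100% = full killing by 100 µM tamoxifen; nearly all actives have a fitted effect of over 55% in size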
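Cells lacking p53 (H1299-neo) are plated at 600 per well and allowed to settle overnight at 37C. Test compounds (up to 46 uM) are added and held 24 hours at 32C, then ATP is quantified by luminescence.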
NTMT1 inhibitor = inhibitors of human N-terminal methyltransferase NTMT1; 59,000 compounds, 2.5% hits; NTMT1 MTase-Glo SAH luminescence, purified enzyme; Potency, µM (titrated, usually from 114 µM), for inactives: top-dose activity change, negative = inhibition, actives largely listed as inhibitors;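 further: potency means the concentration at half of the fitted maximal effect; plate controls were DMSO vehicle for no effect and no enzyme for full effect; nearly all actives have a fitted effect of over 65% in size; many of its hits are not listed in these tables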
An asterisk follows results filed as active; ? = inconclusive; nt = not tested or not shown; [ ] = another dose, or the depositor's remark. The call rests on the fitted dose curve; in most records, active means well fitted curve in the direction sought with a large enough effect; inconclusive means small, poorly fitted or top-dose-only effect, or another doubt; inactive means no such curve, though single readings can be large; an effect the other way counts as inactive or inconclusive.

SMILES	p53null 39C kill	FH mod	GALK inhibitor	B2AR arrestin ag	TSG101-PTAP inh	p53null 32C kill	NTMT1 inhibitor
COc1ccc(C(=O)CCC(=O)Nc2ccc(F)cc2F)cc1	35%[activator]	1%	1%	2%	6%	-19%	-16%
Cc1ccc(NC(=O)Cn2cnc3c(oc4ccccc43)c2=O)cc1	9%	5%	1%	0%	6%	7%	11%
COc1cccc(N2CC(NC(=O)c3cc(Cl)ccc3OC)CC2=O)c1 (configuration not stated)	-1%	4%	-2%	-3%	-5%	-6%	13%
CCOC(=O)Cc1ccc(NC(=O)Nc2cc3c(cc2N2CCCCC2)n(C)c(=O)n3C)cc1	-24%	-6%	-7%	1%	3%	2%	-17%
Cc1nc(Oc2ccc(F)cc2Cl)c2oc3ccccc3c2n1	5%	-16%	2%	0%	-10%	2%	-1%
CCOc1ccc(/C=C/c2nc(C#N)c(NC(C)c3ccccc3)o2)cc1 (configuration not stated)	-8%	-3%	-1%	-2%	-1%	7%	-1%
Cc1cc(-c2nc3ncccc3o2)ccc1NC(=O)c1ccc(Br)cc1	-31%	-7%	1%	0%	2%	-10%	5%
CCOc1ccc(NC(=O)CCCc2nnc3n(C)c(=O)c4sccc4n23)cc1	-14%	2%	0%	0%	0%	-5%	-4%
Cc1ccc(O)c(-c2ccnc3cc(-c4ccc(Cl)cc4)nn23)c1	nt	-14%	-2%	0%	-17%	nt	?
CCOc1cc(-c2nnc(SCC(=O)Nc3ccc(F)c(F)c3)nc2-c2ccc(OC)c(OCC)c2)ccc1OC	16%	-3%	-1%	0%	4%	6%	-8%
Cc1ccccc1NC(=O)CSc1nc2ccccc2c2nc(CCn3cncc3C)nn12	1%	-4%	1%	0%	-2%	9%	-3%
COC(=O)c1ccc(Cl)cc1NC(=O)NCc1c(-n2cccc2)sc2c1CCCC2	2%	-22%	2%	-4%	-3%	-6%	?
COc1ccc(CNC(=O)CCC2N=C3c4ccccc4N=C(SCC(=O)NCCc4ccc(OC)c(OC)c4)N3C2=O)cc1 (configuration not stated)	9%	-5%	-1%	-2%	-3%	-2%	2%
COc1cccc(-c2nc(SCC(=O)NCC3CCCO3)c(-c3ccc(F)cc3)[nH]2)c1 (configuration not stated)	-11%	2%	4%	-2%	5%	12%	13%
COc1cccc(CNC(=O)c2ccc3c(c2)c(C)c(C)n3Cc2ccccc2)c1OC	-1%	-19%	1%	1%	1%	16%	17%
Cc1ccc(C)c(N2CCN(C(=O)c3cccn3-c3nnc(N4CCCCC4)s3)CC2)c1	-5%	-7%	2%	0%	-1%	19%	2%
Cc1ccc(Cl)cc1N1CCN(C(=O)c2ccc(C)c(-n3c(C)nc4cccnc43)c2)CC1	62%[activator]	-16%	2%	-1%	-4%	15%	-3%
CCOc1ccc(NC(=O)Cn2c(=O)n(Cc3nc(-c4ccccc4)no3)c(=O)c3ccccc32)cc1	4%	-19%	0%	1%	-5%	-5%	5%
CCCOc1ccc(C2c3c(-c4ccccc4O)n[nH]c3C(=O)N2CCc2ccccc2)cc1OCC (configuration not stated)	?	-6%	-10%	-1%	-1%	-3%	17%
COc1ccc(CNC(=O)C2CCN(S(=O)(=O)c3c(C)noc3/C=C/c3ccccc3F)CC2)cc1	0%	-13%	-2%	-1%	-4%	-8%	-5%
COc1ccc(C(=O)CC2(O)C(=O)N(Cc3cccc(C(F)(F)F)c3)c3ccccc32)cc1 (configuration not stated)	?	?	8%	0%	-2%	15%	2%
Cc1ccc(NC(=O)c2sc3nc4n(c(=O)c3c2C)CCCCC4)c(Br)c1	-13%	12%	1%	0%	2%	-2%	-4%
Cn1c(=O)n(-c2ccc(F)c(Cl)c2)c(=O)c2sc3ccccc3c21	-19%	1%	-3%	1%	-1%	1%	8%
CCN(c1ccc(OC)cc1)S(=O)(=O)c1ccc2[nH]c(=O)ccc2c1	5%	-5%	1%	-1%	0%	-2%	6%
COc1ccc(C2c3c(oc4ccc(C)cc4c3=O)C(=O)N2CCCN2CCOCC2)cc1OC (configuration not stated)	30%	9%	-1%	2%	-1%	2%	1%
COc1ccc(S(=O)(=O)N2CCN(C(=O)c3cc(-c4ccc(Br)cc4)n[nH]3)CC2)cc1OC	-26%	-12%	0%	0%	1%	4%	0%
Cc1cccc(-n2ncc(C(=O)N3CCC(C)CC3)c2C2CCN(C(=O)OC(C)(C)C)CC2)c1	-7%	1%	2%	0%	0%	3%	-2%
COc1ccc(S(=O)(=O)n2nc(C)c(S(=O)(=O)N3CCCCCC3)c2C)cc1	5%	-6%	-6%	-1%	-3%	-3%	8%
COc1cc(NC(=O)c2ccc(NC(=O)N3CCSc4ncccc43)cc2)cc(OC)c1	-19%	-10%	2%	0%	-1%	?	?
Cc1cccc(NC(=O)CSc2nc3c(oc4ccccc43)c(=O)n2C(C)C)c1	-3%	-17%	7%	1%	3%	12%	1%
O=C(NCC(c1ccc2c(c1)OCO2)N1CCN(c2ccccc2)CC1)C(=O)Nc1ccccc1F (configuration not stated)	29%	-15%	2%	0%	2%	-14%	7%
CCC(C)NC(=O)Cn1c(=O)n(-c2ccc(C)c(C)c2)c(=O)c2c(C)c(C(=O)N(CC)CC)sc21 (configuration not stated)	11%	3%	-2%	-2%	-2%	2%	-4%
CCOc1cc(-c2nnc(SCC(=O)NCc3ccccc3)nc2-c2ccc(OC)c(OCC)c2)ccc1OC	4%	-19%	-1%	1%	17%	14%	7%
CCc1cccc(Nc2ncnc3onc(-c4ccc(F)cc4)c23)c1	-3%	-6%	2%	-1%	-4%	4%	-9%
COc1ccc(N2CCN(S(=O)(=O)c3ccc4c(c3)CC(C)N4C(C)=O)CC2)cc1 (configuration not stated)	0%	?	-8%	0%	2%	-13%	-2%
COc1ccccc1NC(=O)CSc1oc(-c2cccs2)nc1S(=O)(=O)c1ccc(Br)cc1	1%	-23%	-3%	1%	2%	12%	-9%
CCc1ccccc1NS(=O)(=O)c1ccc2[nH]cc(C(=O)NC3CCCC3)c(=O)c2c1	34%[activator]	?	-6%	1%	-1%	-10%	3%
CCc1ccc(NC(=O)c2ccc3c(O)c(S(=O)(=O)c4ccccc4)c(=O)[nH]c3c2)cc1	?	-18%	3%	1%	-4%	13µM*	-4%
CC(=O)N1CCc2cc(Br)cc(S(=O)(=O)NCCc3ccc(Cl)cc3)c21	-14%	-8%	-8%	0%	2%	3%	14%
CC(C)COc1ccc(C(=O)NCC2(N3CCN(C)CC3)CCCCC2)cc1	-15%	26%	-2%	-4%	3%	-5%	-3%
CCc1ccc(-n2c(=O)c3c(C)c(C(=O)N(C)C)sc3n(Cc3ccccc3F)c2=O)cc1	14%	-2%	0%	-3%	-4%	-7%	-1%
O=C(Nc1cc(Cl)cc(Cl)c1)c1ccc(F)c(S(=O)(=O)N2CCCC2)c1	-2%	-26%	-2%	1%	-7%	52%[activator]	4%
COc1cc(CN(C(=O)c2ccc(C)cc2)c2ccccn2)cc(OC)c1OC	?	2%	-1%	-4%	0%	-1%	8%
CCOCCCNC(=O)Nc1cc(C(=O)NCc2ccc(C(C)C)cc2)ccc1N1CCCC1	41%[activator]	-12%	1%	0%	-7%	23%	3%
CCN1c2ccccc2-c2nc(SCC(=O)NCc3ccc(C)cc3)ncc2S1(=O)=O	-4%	-4%	3%	-1%	2%	-2%	14%
COc1ccc(CCNC(=O)c2cc3c(-c4ccc(OC)c(OC)c4)nn(C)c3s2)cc1OC	-8%	32µM*	8%	1%	5%	3%	4%
CCOc1ccccc1C(=O)NCc1ccc2c(c1)CCN2C(=O)c1ccccc1	0%	-11%	-1%	-2%	1%	4%	-2%
CCOC(=O)c1ccc(NC(=O)CCS(=O)(=O)c2ccc(C)cc2)cc1	-15%	-12%	2%	1%	-7%	-12%	16%
CCCN(CCC)C(=O)Cn1c(=O)n(-c2ccc(OC)cc2OC)c(=O)c2c3c(sc21)CCC3	-20%	-5%	5%	-1%	-1%	11%	-3%
Cc1ccc(N(C)S(=O)(=O)c2ccc3[nH]c4c(c3c2)CCCC4)cc1	-22%	?	2%	1%	1%	26%	-27%
COc1cc(-c2ccno2)ccc1S(=O)(=O)N1CCN(c2cccc(Cl)c2)CC1	0%	-8%	2%	-2%	4%	0%	0%
COC(=O)c1ccc2c(c1)N(Cc1cc(C)ccc1C)C(=O)c1ccccc1S2	30%[activator]	-16%	-2%	-1%	2%	6%	4%
COC(=O)c1ccccc1NC(=O)CCCN1C(=O)C(c2ccccc2)Oc2cccnc21 (configuration not stated)	-15%	-15%	0%	0%	-2%	-1%	8%
CCc1ccccc1NS(=O)(=O)c1ccc(NC(=O)N2CCCC2)cc1	14%	-12%	-7%	0%	-1%	2%	-4%
CCc1nnc2c(NCc3ccc(F)cc3)nc3ccccc3n12	?	3%	2%	1%	2%	-4%	3%
CCN1C(=O)C(Cc2nc3ccccc3c(=O)n2C)c2cc(C)ccc21 (configuration not stated)	1%	-6%	0%	-1%	-10%	11%	-9%
CCOc1ccc(Sc2cc(C(=O)NCCCOC)c3ccccc3n2)cc1	29%	-13%	0%	1%	0%	-3%	?
COc1ccc(CCNC(=O)c2ccc(Cn3c(=O)c4ccccc4n(Cc4cc(C)ccc4C)c3=O)cc2)cc1OC	1%	-3%	-4%	1%	0%	9%	2%
COc1ccc(-n2nc3c(N4CCCC(C(=O)NCCc5ccc(C)cc5)C4)nnc(C)c3c2C)cc1 (configuration not stated)	-29%	-16%	2%	0%	-2%	-11%	?
Cc1cccc(OC(=O)c2cc(-c3ccc(C)c(C)c3)on2)c1	?	-15%	-10%	-4%	1%	-26%	-1%
Cc1c(C(=O)N2CCC(c3nc4ccccc4s3)CC2)oc2ccc(Cl)cc12	-4%	?	1%	-4%	3%	17%	-4%

Four successive records already listed, quoted:
SMILES	p53null 39C kill	FH mod	GALK inhibitor	B2AR arrestin ag	TSG101-PTAP inh	p53null 32C kill	NTMT1 inhibitor
COc1ccc(CCNC(=O)c2ccc(Cn3c(=O)c4ccccc4n(Cc4cc(C)ccc4C)c3=O)cc2)cc1OC	1%	-3%	-4%	1%	0%	9%	2%
COc1ccc(-n2nc3c(N4CCCC(C(=O)NCCc5ccc(C)cc5)C4)nnc(C)c3c2C)cc1 (configuration not stated)	-29%	-16%	2%	0%	-2%	-11%	?
Cc1cccc(OC(=O)c2cc(-c3ccc(C)c(C)c3)on2)c1	?	-15%	-10%	-4%	1%	-26%	-1%
Cc1c(C(=O)N2CCC(c3nc4ccccc4s3)CC2)oc2ccc(Cl)cc12	-4%	?	1%	-4%	3%	17%	-4%

Some of the compounds tested; count on the stated rates, not on these rows.
